Bioassay records: PubChem, Icahn School of Medicine at Mount Sinai
ROC1-CUL1 inh: human ROC1-CUL1 E3 ligase inhibition. in vitro K48 di-Ub FRET, acceptor:donor ratio, 45 min. actives 0.6% (n = 140,000). inhibition, % at 10 µM. AID 1347404; in the data active means inhibition above about 25%
Target sequence (P62877 whole entry, looked up): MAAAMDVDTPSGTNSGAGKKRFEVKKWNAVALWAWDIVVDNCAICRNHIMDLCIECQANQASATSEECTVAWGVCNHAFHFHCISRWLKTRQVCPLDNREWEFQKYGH
Target sequence (Q13616 whole entry, looked up): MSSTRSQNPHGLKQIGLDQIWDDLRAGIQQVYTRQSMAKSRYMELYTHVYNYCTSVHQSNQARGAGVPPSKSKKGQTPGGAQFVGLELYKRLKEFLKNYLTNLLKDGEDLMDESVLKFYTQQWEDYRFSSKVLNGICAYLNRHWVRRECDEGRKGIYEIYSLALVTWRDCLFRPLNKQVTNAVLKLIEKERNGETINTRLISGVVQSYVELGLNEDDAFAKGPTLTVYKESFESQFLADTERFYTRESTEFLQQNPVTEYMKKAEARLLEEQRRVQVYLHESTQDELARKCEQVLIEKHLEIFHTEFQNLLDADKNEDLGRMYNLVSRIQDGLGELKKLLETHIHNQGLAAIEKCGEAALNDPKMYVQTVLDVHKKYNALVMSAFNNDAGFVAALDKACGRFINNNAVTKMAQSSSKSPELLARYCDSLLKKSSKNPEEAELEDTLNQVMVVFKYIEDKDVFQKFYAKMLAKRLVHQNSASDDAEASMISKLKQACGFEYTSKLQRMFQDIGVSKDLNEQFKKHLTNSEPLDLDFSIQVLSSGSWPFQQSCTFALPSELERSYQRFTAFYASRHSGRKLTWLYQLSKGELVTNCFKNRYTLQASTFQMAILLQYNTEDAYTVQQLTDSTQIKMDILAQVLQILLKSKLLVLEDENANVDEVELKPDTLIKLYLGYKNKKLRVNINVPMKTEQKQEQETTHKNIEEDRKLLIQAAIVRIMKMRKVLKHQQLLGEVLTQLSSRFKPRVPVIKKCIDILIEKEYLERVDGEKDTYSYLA
* marks the source's active call; other numbers are inactive results; & = joins results of further samples.

SMILES	ROC1-CUL1 inh
COC(=O)N1CSC(c2ccccc2)(c2ccccc2)N1C(=O)OC	-9
COc1cccc(-n2c(=O)c3c4c(sc3n(Cc3ccccc3C#N)c2=O)CCCC4)c1	-8
COCCNC(=O)c1sc2ncnc(NCCc3ccccn3)c2c1C	2
COc1ccccc1CN1CCC(CNC(=O)c2cnn(-c3ccccc3Cl)c2C2CCN(C(=O)OC(C)(C)C)CC2)CC1	3
COc1cc(NC(=O)CN(c2cc(C)cc(C)c2)S(=O)(=O)C2C(=O)NC(=O)N=C2C)cc(OC)c1 (configuration not stated)	4
CCCc1cc(CNC(=O)c2ccc(N3CCCC(CO)C3)nc2)on1 (configuration not stated)	-12
COC(=O)C1CCCCN1C(=O)c1c(OC)cc(=O)n2c1CCN(Cc1cccs1)CC2 (configuration not stated)	-5
Cc1ccc(-c2csc3nc(SCC(=O)Nc4ccccc4C(F)(F)F)n(-c4ccccc4)c(=O)c23)o1	-6
Cc1ccc(NC(=O)c2ccc(CN3CCCCC3)cc2)cc1	-1
COC(=O)c1cc2ccccc2cc1OC	5
Cc1ccccc1NC(=O)CSc1nc(-c2ccco2)nc2cc(=O)[nH]n12	7
C1=C(CCNCc2ccccn2)CCCC1	6
CC(C)OC(=O)c1ccc(N)cc1	4
COC(=O)c1c(NC(C)=O)sc(C)c1C	-4
Fc1ccc(-c2noc3ncnc(NCc4ccc(Cl)cc4)c23)cc1	8
Cc1cc(NC(=O)c2ccc(-c3ccc(Cl)cc3)o2)cc(-c2nc3ncccc3o2)c1O	-4
COc1cccc(-c2cccc(NC(=O)C3CCN(CC(C)(C)CO)CC3)c2)c1	3
CCC(=O)Nc1cccc(N=c2ssc3c2-c2ccc(C)cc2NC3(C)C)c1	10
O=C(c1cc(Cl)ccc1Cl)n1cccn1	-9
O=C(O)c1ccc(OC(=O)c2cocc2C(=O)Oc2ccc(C(=O)O)cc2)cc1	-1

The last 5 records of the section above open the next one:
SMILES	ROC1-CUL1 inh
Cc1cc(NC(=O)c2ccc(-c3ccc(Cl)cc3)o2)cc(-c2nc3ncccc3o2)c1O	-4
COc1cccc(-c2cccc(NC(=O)C3CCN(CC(C)(C)CO)CC3)c2)c1	3
CCC(=O)Nc1cccc(N=c2ssc3c2-c2ccc(C)cc2NC3(C)C)c1	10
O=C(c1cc(Cl)ccc1Cl)n1cccn1	-9
O=C(O)c1ccc(OC(=O)c2cocc2C(=O)Oc2ccc(C(=O)O)cc2)cc1	-1
CCOC(=O)C1CCCN(C(=O)c2ccc(C)c(NC(=O)c3nsc4ccccc34)c2)C1 (configuration not stated)	-12
COc1ccc(/C=C2/SC(=S)N(NC(C)=O)C2=O)cc1OC	1
COCCCNS(=O)(=O)c1ccc(C)c([N+](=O)[O-])c1	-2
Cc1cccc(C)c1Nc1c(-c2ccc(N3CCOCC3)cc2)nc2ncccn12	0
CCN1CCN(C2(C(=O)N(C)Cc3cn(C)nc3C)Cc3ccccc3C2)CC1	-3
COC(=O)CC1C(=O)NCCN1Cc1nc(-c2ccc(C)s2)oc1C (configuration not stated)	2
N#Cc1c(Nc2ccccc2)sc(C(=O)c2cccs2)c1N	-6
CN1CCC(OC(=O)c2cccc(Cl)c2)CC1	0
Cc1ccc(/C=C/C(=O)N2CCC(c3nc4ccccc4o3)CC2)cc1	-4
c1ccc2oc(Nc3nc4ccccc4s3)nc2c1	-7
CC(C)N1CCC(N2CCC(C3CCN(c4ncccn4)CC3)C2)CC1 (configuration not stated)	-9
Cc1nc2cc3nc4[nH]c5ccccc5c4[nH]c3cc2n1	-42
COCCC1CCCCN1C(=O)c1cc(NC(=O)C2CCCCC2)cc2ncn(CCOC)c12 (configuration not stated)	8
CCCS(=O)(=O)c1nc(S(=O)(=O)c2ccc(C)cc2)c(N(C)Cc2ccccc2)s1	-2
O=C(Nc1sc2c(c1C(=O)NCc1ccco1)CCCC2)c1cc(=O)c2cc(Cl)ccc2o1	2
C=CCOc1ccc(/C=N/n2c(-c3ccccc3)n[nH]c2=S)cc1	1
Cc1ccc(S(=O)(=O)N(CCc2ccccc2)CC(=O)Nc2ccccc2C)cc1	5
Cc1ccc(-n2nc(C)c3c(C(=O)Nc4ccc(Br)c(C)c4)cc(C)nc32)cc1	-2
Cc1ccc(NC(=O)CC2Nc3ccccc3NC2=O)cc1C (configuration not stated)	-1
Cc1cc2c(c(=O)o1)C(c1ccco1)C(C#N)C(=N)O2 (configuration not stated)	-1

Reprinted at random: three records from the list
SMILES	ROC1-CUL1 inh
O=C(Nc1sc2c(c1C(=O)NCc1ccco1)CCCC2)c1cc(=O)c2cc(Cl)ccc2o1	2
COCCC1CCCCN1C(=O)c1cc(NC(=O)C2CCCCC2)cc2ncn(CCOC)c12 (configuration not stated)	8
Cc1cccc(C)c1Nc1c(-c2ccc(N3CCOCC3)cc2)nc2ncccn12	0

Other compounds:
SMILES	ROC1-CUL1 inh
COc1ccc(Cl)cc1NC(=O)N=C1CNC(=O)NC1=O	-3
CC(C)CCNC(=O)c1ccc(Cn2c(=O)c3cccn3c3cccnc32)cc1	-5
CN1CCCC(COC(c2ccccc2)c2ccc(Cl)cc2)C1 (configuration not stated)	9
C=CCn1c(=O)/c(=C2/Sc3ccc(OC)cc3N2CC)s/c1=C1/C(=O)N(c2ccccc2)C(=S)N1c1ccccc1	6
COc1ccc(NC(=O)Cc2c(OC)ccc3cc(Br)ccc23)c(OC)c1	-4
Cc1cc(C)c(C)c(S(=O)(=O)NCc2ccc(C(=O)N3CCCCC3)cc2)c1C	5
Cn1c(=O)cc2c3c(c(Nc4cccc(Cl)c4)ccc31)C(=O)c1ccccc1-2	0
O=C(c1ccccc1OC1CCN(Cc2ccccc2OCCO)CC1)N1CCCCC1	7
Cc1ccc(S(=O)(=O)NCCc2csc3nc(-c4ccccc4F)nn23)cc1C	-4
CCOC(=O)c1c(C)nc2c(c(SC)nn2-c2ccccc2)c1N	6
CCS(=O)(=O)c1ncc(CN2CCCC(c3nc4ccccc4[nH]3)C2)n1CCOC (configuration not stated)	-5
CCN(Cc1nccn1C)C(=O)c1ccc(N2CCC(COC)C2)nc1 (configuration not stated)	13
CCC(CC)C(=O)OCc1cc(=O)n2nc(C3CC3)sc2n1	-2
COC(=O)C1=CC2C(=O)NC1C1C(=O)N(c3ccccc3)C(=O)C21 (configuration not stated)	-6
CCc1ccc(CN2CCC(n3cc(C(C)(C)N)nn3)CC2)o1	0
Clc1cccc(Cl)c1-c1nnc2cccc(Cl)n12	8
CC(C)N1C(=O)S/C(=C/c2ccccc2F)C1=O	3
Cc1ccc(OCC(=O)Nc2cccc(C(=O)OCc3cc(=O)n4c(C)csc4n3)c2)cc1	-8
CC(=O)N1c2ccc(S(=O)(=O)NCC3CCC(C(=O)Nc4cccc(C)c4C)CC3)cc2CC1C (configuration not stated)	8
O=C(CN1CCCC1)Nc1c2c(nc3c1CCC3)CCC2	0

Single entries from the list.
CCN(Cc1nccn1C)C(=O)c1ccc(N2CCC(COC)C2)nc1 (configuration not stated) in ROC1-CUL1 inh → 13
CCS(=O)(=O)c1ncc(CN2CCCC(c3nc4ccccc4[nH]3)C2)n1CCOC (configuration not stated) in ROC1-CUL1 inh → -5
Clc1cccc(Cl)c1-c1nnc2cccc(Cl)n12 in ROC1-CUL1 inh → 8
CCC(CC)C(=O)OCc1cc(=O)n2nc(C3CC3)sc2n1 in ROC1-CUL1 inh → -2
O=C(c1ccccc1OC1CCN(Cc2ccccc2OCCO)CC1)N1CCCCC1 in ROC1-CUL1 inh → 7

Going on with the list.
SMILES	ROC1-CUL1 inh
COc1cccc(CN2CCCC3(CCN(C(=O)C4CCOCC4)C3)C2)c1 (configuration not stated)	-9
Cc1cc(C)c2oc(C(=O)Nc3nc4ccc(Cl)cc4s3)cc(=O)c2c1	-1
COC(=O)c1ccccc1NC(=O)c1cnc(Nc2ccc(OC)cc2)c2ccccc12	-11
Cc1nn(C)cc1CNC(=O)/C=C/c1cnn(C)c1	4
COCCCNc1nc2cc(OC)c(OC)cc2c2nc(-c3ccccc3)nn12	-3
NC(=O)c1c(-c2ccc(Cl)cc2)csc1NC(=O)Cc1ccc([N+](=O)[O-])cc1	8
COc1ccc(NC(=O)Cn2c(=O)n(Cc3ccco3)c(=O)c3cc(OC)c(OC)cc32)cc1	-1
O=C(CSc1nc(-c2ccccc2)[nH]c1-c1ccc(F)cc1)NC1CCCC1	-4
Cc1ccccc1C1(CC(=O)N2CCN(C3CCCC3)CC2)CC(=O)N(Cc2ccncc2)C1=O (configuration not stated)	0
Cc1oc(-c2cccc3ccccc23)nc1CN1CCC(C(=O)N2CCCC2)CC1	-3
O=C(CSc1ncc(CO)n1Cc1ccccc1)Nc1ccc(C(F)(F)F)cc1	0
Cc1ccc(NC(=O)c2ccc(NC(=O)N3CCSc4ncccc43)cc2)c(C)c1	-3
Clc1ccc(C(=CCCn2ccnc2)c2ccc(Cl)cc2)cc1	1
CC(C)Cc1cn[nH]c1C1CCCN(Cc2cc(Cl)ccc2O)C1 (configuration not stated)	-2
N#CC1C(=N)OC2=C(C(=O)CCC2)C1c1cccs1 (configuration not stated)	6
CSc1ccc(CCNC(=O)c2ccc3c(c2)nc2n3CCC(C)C2)cc1 (configuration not stated)	-6
CCC(C)c1ccc(NC(=O)C23CC4CC(C2)CC(n2cnc(Br)n2)(C4)C3)cc1 (configuration not stated)	2
CCc1ccccc1N(C)S(=O)(=O)c1ccc2c(c1)C(C)(C)C(=O)N2C	-8
CC(C)c1ccc(NC(=O)CC2NCCNC2=O)cc1 (configuration not stated)	0&-3
CC(C)Oc1ccc(N2CC(C(=O)Nc3ccccn3)CC2=O)cc1 (configuration not stated)	-2
Cc1ccccc1OCC(=O)Nc1ccccc1C(=O)OCc1cc(=O)n2c(C)csc2n1	-1
Cn1cc(CNc2ccc(C(=O)N3CCC(CCn4cccn4)CC3)cn2)cn1	-3
CC1CCN(c2csc3ccc(F)cc3c2=O)CC1	0
Cc1ccc(-c2csc3nc(SCC(=O)Nc4ccc(F)cc4)n(-c4ccccc4)c(=O)c23)cc1C	7
Cc1nn(CCC(=O)N2CCN(c3ccccc3)CC2)c(C)c1S(=O)(=O)N1CCCC1	4
OC1CCN(c2ccc(-c3nc(CCc4ccccc4)no3)cn2)CC1	-4
CS(=O)(=O)c1ccc(OCC(=O)O)cc1	8
O=C(N/N=C\c1ccc(Cl)s1)c1cccs1	7
CC1CC1C(=O)N1CCN(S(=O)(=O)c2cccs2)CC1 (configuration not stated)	2
CCN(CC)CCCN1C(=O)C(=O)C(C(=O)c2ccc(C)o2)C1c1ccc(C(C)(C)C)cc1 (configuration not stated)	3
S=c1[nH]nc(-c2ccccc2)n1/N=C/c1ccc(-c2ccc(Cl)cc2Cl)o1	3
C/C=C(\C)CN1CCC(C(=O)Nc2ccc(Oc3cccnc3)cc2)CC1	6
Cc1cc(N/N=C/c2ccc(O)cc2)nc(-c2cc(Br)cc(Br)c2O)n1	4
C/C(=N\NC(=O)C1CCN(Cc2ccc(F)cc2Cl)CC1)c1cccc(NC(=O)c2ccncc2)c1	-2
O=C(CSc1nc2ncccc2[nH]1)Nc1ccc(OC(F)(F)Cl)cc1	-3
N#CC1(Cc2ccccc2Cl)c2ccccc2C=CN1C(=O)c1ccccc1 (configuration not stated)	-7
O=C(CCOc1ccccc1)N(Cc1cccnc1)c1nc2ccc(Cl)cc2s1	8
COCc1nnc(NC(=O)COc2ccc(Br)cc2C(C)(C)C)s1	-10
CCN1CCN(S(=O)(=O)c2ccc(OC)c(C(C)C)c2)CC1	9
CCCCCCSc1nnc2n(C)c(=O)c3c4c(sc3n12)COC(C)(CC)C4 (configuration not stated)	-6
CCN(CC)CCCNc1ncnc2sc3c(c12)CCCC3	-5
COC(=O)c1ccccc1NC(=O)Cn1c(CCC(=O)O)ccc1-c1ccc(C)cc1	-6
CCOC(=O)C=NC1C(=N)N(C)C(=O)N(C)C1=O (configuration not stated)	-11
CCOC(=O)c1nn(-c2cccc(Cl)c2)cc1C(=O)c1ccco1	-8
CCCCCCCc1ccc(-c2nnc(-c3ccccc3Br)o2)cc1	0
O=C(N=C(C(=O)N1CCOCC1)C(Sc1nc2ccccc2s1)c1ccccc1)c1ccccc1 (configuration not stated)	16
O=C1NCCN(Cc2cccnc2)C1CC(=O)N1CCCCO1 (configuration not stated)	5
Cc1cccc(NC(=O)c2snnc2C)c1	0
CCOC(=O)N1CCC(N2CC[C@@H](N(C)CCc3ccccn3)[C@H](O)C2)CC1	5
OCC1(CO)CNC2(CCCC2)O1	9
CCNC(=O)c1ccc(C2CCCN2C(=O)c2cc(C)ccc2OC)s1 (configuration not stated)	0
CC(=O)C1=NN(c2ccc(C)cc2)C2(S1)SC(c1ccc(Cl)cc1)(c1ccc(Cl)cc1)c1ccccc12 (configuration not stated)	-5
O=C(Oc1ccc2oc(=O)sc2c1)c1ccccc1Br	-4
Cn1cnn(C2CC(=O)C3OCC2O3)c1=S (configuration not stated)	8
Cc1ccc(CCNC(=O)NC(C)(C)C)cc1	5
O=C(Nc1c(C(=O)N2CCN(c3ccc(F)cc3)CC2)oc2ccccc12)c1c(F)cccc1F	-1
CCCNC(=O)c1cnc2c(-c3ccc(OCC)c(OCC)c3)c(C)nn2c1-c1ccccc1	-10
CC(C)N(C)CC1(O)CCCN(CCC2CCCCC2)C1=O (configuration not stated)	2
CCOC(=O)CNC(=O)NCc1cccnc1Oc1ccc(C)c(F)c1F	2
CC(=O)c1cccc(OCc2cc(C(=O)N(C)C3CCOC3)n[nH]2)c1 (configuration not stated)	10

Next section; the last 5 above are carried over.
SMILES	ROC1-CUL1 inh
O=C(Nc1c(C(=O)N2CCN(c3ccc(F)cc3)CC2)oc2ccccc12)c1c(F)cccc1F	-1
CCCNC(=O)c1cnc2c(-c3ccc(OCC)c(OCC)c3)c(C)nn2c1-c1ccccc1	-10
CC(C)N(C)CC1(O)CCCN(CCC2CCCCC2)C1=O (configuration not stated)	2
CCOC(=O)CNC(=O)NCc1cccnc1Oc1ccc(C)c(F)c1F	2
CC(=O)c1cccc(OCc2cc(C(=O)N(C)C3CCOC3)n[nH]2)c1 (configuration not stated)	10
Nc1cc(=O)[nH]c(N2CCN(Cc3ccccc3)CC2)n1	6
COC(=O)c1cc(NC(=O)c2ccc3c(c2)NC(=O)c2ccccc2S3)cc(C(=O)OC)c1	3
COc1cc(C(=O)Nc2ccc3nc(-c4cccc(F)c4)oc3c2)ccc1OCc1ccc(Cl)cc1	1
O=C(c1ccco1)N1CCN(C2CC(=O)N(c3ccccc3)C2=O)CC1 (configuration not stated)	-4
O=S(=O)(c1ccccc1F)N1CCC(Oc2ccc(-n3cnnn3)cc2)CC1	9
COc1ccccc1CN1CCN(c2nncc(-c3cccc(F)c3)n2)CC1	14

An excerpt; the hit share may differ from the screen's.
